Screening results as filed in PubChem.
mHTT CaM bind – inhibitors of human mutant huntingtin-calmodulin interaction | actives 3.6% (n = 190,000) | P42858 | inhibition, % at 15 µM | AlphaScreen His-mHTT/GST-CaM binding, luminescence;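 also: 0% = both proteins with DMSO and 100% = one protein alone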
Target sequence (P42858 whole entry, looked up, stated change not applied): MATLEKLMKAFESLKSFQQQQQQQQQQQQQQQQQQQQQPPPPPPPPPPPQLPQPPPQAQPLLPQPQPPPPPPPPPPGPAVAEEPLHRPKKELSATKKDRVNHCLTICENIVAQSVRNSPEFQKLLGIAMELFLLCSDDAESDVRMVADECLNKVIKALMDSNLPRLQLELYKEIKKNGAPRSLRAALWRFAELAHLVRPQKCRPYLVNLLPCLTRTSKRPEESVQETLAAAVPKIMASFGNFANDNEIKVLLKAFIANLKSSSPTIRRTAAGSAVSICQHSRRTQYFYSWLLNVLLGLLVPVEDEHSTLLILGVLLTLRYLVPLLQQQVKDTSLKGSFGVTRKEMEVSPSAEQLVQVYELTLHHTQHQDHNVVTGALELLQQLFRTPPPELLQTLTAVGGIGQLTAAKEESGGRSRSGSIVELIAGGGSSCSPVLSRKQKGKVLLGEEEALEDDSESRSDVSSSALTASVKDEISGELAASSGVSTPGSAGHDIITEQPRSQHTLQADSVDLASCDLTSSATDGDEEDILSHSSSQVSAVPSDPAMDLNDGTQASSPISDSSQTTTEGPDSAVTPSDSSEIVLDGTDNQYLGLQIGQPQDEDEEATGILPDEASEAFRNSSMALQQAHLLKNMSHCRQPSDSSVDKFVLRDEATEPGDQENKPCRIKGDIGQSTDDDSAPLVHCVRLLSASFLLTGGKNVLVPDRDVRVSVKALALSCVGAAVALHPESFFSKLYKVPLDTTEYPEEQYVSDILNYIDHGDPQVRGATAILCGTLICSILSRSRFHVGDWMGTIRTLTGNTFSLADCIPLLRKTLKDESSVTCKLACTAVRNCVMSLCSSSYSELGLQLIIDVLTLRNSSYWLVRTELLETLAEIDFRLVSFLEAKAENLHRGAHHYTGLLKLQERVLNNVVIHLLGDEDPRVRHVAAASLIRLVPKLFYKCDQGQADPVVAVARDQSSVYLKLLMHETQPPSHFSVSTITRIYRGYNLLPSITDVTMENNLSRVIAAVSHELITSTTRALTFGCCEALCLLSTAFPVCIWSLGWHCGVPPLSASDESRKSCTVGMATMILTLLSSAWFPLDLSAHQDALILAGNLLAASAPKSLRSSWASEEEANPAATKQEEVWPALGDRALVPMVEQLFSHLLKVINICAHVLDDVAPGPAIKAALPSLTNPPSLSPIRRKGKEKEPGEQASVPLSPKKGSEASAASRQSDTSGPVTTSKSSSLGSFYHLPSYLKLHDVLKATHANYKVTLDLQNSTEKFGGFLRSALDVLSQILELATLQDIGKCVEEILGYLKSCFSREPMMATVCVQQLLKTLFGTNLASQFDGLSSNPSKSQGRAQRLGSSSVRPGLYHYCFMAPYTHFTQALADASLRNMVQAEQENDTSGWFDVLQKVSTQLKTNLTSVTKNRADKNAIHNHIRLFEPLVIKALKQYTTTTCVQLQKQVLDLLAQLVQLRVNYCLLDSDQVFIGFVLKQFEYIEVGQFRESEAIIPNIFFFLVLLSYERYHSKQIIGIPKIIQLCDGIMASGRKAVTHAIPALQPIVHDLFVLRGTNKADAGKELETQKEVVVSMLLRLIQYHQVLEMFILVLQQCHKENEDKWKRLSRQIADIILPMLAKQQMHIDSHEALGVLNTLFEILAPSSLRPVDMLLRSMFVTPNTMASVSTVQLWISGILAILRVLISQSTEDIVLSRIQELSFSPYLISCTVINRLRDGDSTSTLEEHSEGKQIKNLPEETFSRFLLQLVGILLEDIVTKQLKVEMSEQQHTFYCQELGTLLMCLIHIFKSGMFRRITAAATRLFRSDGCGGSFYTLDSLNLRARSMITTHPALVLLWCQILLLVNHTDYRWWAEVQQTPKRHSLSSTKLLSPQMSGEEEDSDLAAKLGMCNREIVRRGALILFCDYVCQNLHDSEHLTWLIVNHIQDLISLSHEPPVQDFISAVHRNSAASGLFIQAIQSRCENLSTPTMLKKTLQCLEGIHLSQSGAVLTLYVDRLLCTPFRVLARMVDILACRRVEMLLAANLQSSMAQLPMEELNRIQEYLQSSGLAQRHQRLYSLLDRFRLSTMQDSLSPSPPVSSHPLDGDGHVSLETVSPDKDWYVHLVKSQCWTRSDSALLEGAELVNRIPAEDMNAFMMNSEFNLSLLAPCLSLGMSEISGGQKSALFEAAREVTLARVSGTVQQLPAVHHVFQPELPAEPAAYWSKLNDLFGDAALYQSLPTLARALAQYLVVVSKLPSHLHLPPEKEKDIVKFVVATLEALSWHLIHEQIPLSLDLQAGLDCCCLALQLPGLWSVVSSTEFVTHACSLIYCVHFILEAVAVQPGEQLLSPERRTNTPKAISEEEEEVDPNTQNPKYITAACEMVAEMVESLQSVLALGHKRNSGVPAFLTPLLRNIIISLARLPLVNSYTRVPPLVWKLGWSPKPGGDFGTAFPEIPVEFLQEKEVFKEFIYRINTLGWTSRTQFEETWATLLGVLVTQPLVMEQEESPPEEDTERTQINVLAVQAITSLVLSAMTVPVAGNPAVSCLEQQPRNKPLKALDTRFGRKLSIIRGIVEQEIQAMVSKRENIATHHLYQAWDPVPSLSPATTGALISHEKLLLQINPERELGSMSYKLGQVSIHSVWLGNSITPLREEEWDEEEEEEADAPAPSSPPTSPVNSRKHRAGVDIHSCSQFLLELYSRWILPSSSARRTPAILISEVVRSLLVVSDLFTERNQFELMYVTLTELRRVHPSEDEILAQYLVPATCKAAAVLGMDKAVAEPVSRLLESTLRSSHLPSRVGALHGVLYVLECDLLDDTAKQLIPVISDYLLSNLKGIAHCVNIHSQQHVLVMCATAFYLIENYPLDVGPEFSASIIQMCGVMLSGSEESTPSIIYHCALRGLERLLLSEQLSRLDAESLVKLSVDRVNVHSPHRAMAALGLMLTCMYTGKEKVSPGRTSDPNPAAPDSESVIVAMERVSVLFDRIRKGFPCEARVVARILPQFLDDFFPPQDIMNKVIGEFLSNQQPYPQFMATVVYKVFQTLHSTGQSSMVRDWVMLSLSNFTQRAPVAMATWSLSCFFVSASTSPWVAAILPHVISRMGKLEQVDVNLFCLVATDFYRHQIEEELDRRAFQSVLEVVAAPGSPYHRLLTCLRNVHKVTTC
Pf apPOL block – Pf-apPOL DNA polymerase inhibition; Recombinant Pf-apPOL, molecular beacon fluorescence, 1.5 h; inhibition, % at 10 µM; actives 0.25% (n = 210,000); AID 1794808
* hit, by the source's call; i = inactive; . = no result given; & = joins results of further samples. Rule as the data show it: active = inhibition above about 50%; inactive = the rest.

SMILES	mHTT CaM bind	Pf apPOL block
Cc1ccc(C(=O)N2CCC(CC(=O)NC(C)CCc3ccccc3)CC2)cc1 (stereo not drawn)	33	-4
COc1ccc(-c2csc(N)n2)c(OC)c1	21	0
Cc1nn(-c2ccccn2)c2c1C(=O)/C(=C/Nc1ccc([N+](=O)[O-])cc1Br)CC2	-2	-5
Cc1cc(C)nc(NS(=O)(=O)c2ccc(NC(=O)c3cc([N+](=O)[O-])ccc3Cl)cc2)n1	2	-19
COc1ccc2c(c1)C(C)(C)C1(C=Cc3cc([N+](=O)[O-])ccc3O1)N2C (stereo not drawn)	70*	-2
O=C(Nc1ccc(Oc2ccc(NC(=O)c3ccco3)cc2)cc1)c1ccco1	4	3
CC[C@H](C)[C@@H]1NC(=O)[C@@H]2CSCCS(=O)(=O)N2C1=O	-11	-5
O=C(CC1CCCC1)N1CCC(c2nc(-c3ccccc3)n[nH]2)CC1	14	0
O=C(Nc1nc2c(s1)CCc1ccccc1-2)c1c(F)cccc1F	-7	0
CCn1cc(Cl)c(C(=O)N2CCC(Nc3cccnc3)C2)n1 (stereo not drawn)	3	1
Cc1cc(C)nc(NC(=O)Cc2ccc(Cl)cc2)c1	-10	0
CCCNC(=O)c1cc2c(=O)n(C)ccc2n1C	3	-1
O=C(Nc1cccc(F)c1)c1cccc2[nH]cc(CN3CCSCC3)c12	7	-2
CCOC(=O)c1ccc(-c2ccccc2O)cc1	-3	1
COc1cccc(CNC(=O)C2(C)CCCN(C(=O)C3CCCCC3)C2)c1 (stereo not drawn)	-8	-5
CCOc1ccc(NC(=O)c2ccccc2Br)c([N+](=O)[O-])c1	26&27	-2&-8
O=C(Nc1nc2ccccc2s1)c1cc2cc(Cl)ccc2oc1=O	-4	-2
O=C(c1ccc(Br)cc1)N1CCc2nc(-c3ccc(Cl)cc3)ncc2C1	-2	-10
CCC(=O)Nc1nc(-c2ccccc2)c(C)s1	1	-5
COc1ccc(Cc2nnc(C3CCN(C(=O)c4cccs4)CC3)s2)cc1	-5	-8
CC1=CC(C)(C)N(C(=O)CN2C(=O)c3ccccc3C2=O)c2ccc(C)cc21	-4	-2
CN(C)c1ccc(CNC(=O)CCC(=O)N2CCCn3nc(-c4cccn4C)cc32)cc1	74*	-1
Cc1cccc(C)c1NC(=O)c1ccnc(-c2ccsc2)c1	2	6
COCCCNC(=O)CNC(=O)c1nn(-c2ccc(OC)c(Cl)c2)c(=O)c2ccccc12	6	-4

6 structures already listed, sorted by formula weight, low to high.
SMILES	mHTT CaM bind	Pf apPOL block
Cc1cccc(C)c1NC(=O)c1ccnc(-c2ccsc2)c1	2	6
CC1=CC(C)(C)N(C(=O)CN2C(=O)c3ccccc3C2=O)c2ccc(C)cc21	-4	-2
COc1ccc(Cc2nnc(C3CCN(C(=O)c4cccs4)CC3)s2)cc1	-5	-8
O=C(c1ccc(Br)cc1)N1CCc2nc(-c3ccc(Cl)cc3)ncc2C1	-2	-10
CN(C)c1ccc(CNC(=O)CCC(=O)N2CCCn3nc(-c4cccn4C)cc32)cc1	74*	-1
COCCCNC(=O)CNC(=O)c1nn(-c2ccc(OC)c(Cl)c2)c(=O)c2ccccc12	6	-4

Later entries
SMILES	mHTT CaM bind	Pf apPOL block
Cc1ccccc1C1C=C(c2ccc(F)cc2)Nc2nnnn21 (stereo not drawn)	-3	-1
O=C1CCCc2nn(-c3ccccc3)nc21	-4	-3
Cc1noc(-c2ccc(C(C)(C)C)cc2)c1C(=O)NCc1ccsc1	10	-2
COc1ccccc1CC(=O)Nc1cc(C(=O)O)cc(C(=O)O)c1	3	7
CCOC(=O)c1csc(-c2csc(C)n2)n1	.	0
CCCN(Cc1cc(-c2ccccc2)on1)C(C)=O	-2	-7
Nc1ccc(C(=O)Nc2ccc(-c3nc4ccc(NC(=O)c5ccc(N)cc5)cc4s3)cc2)cc1	16	-3
COc1ccccc1NC(=O)C1=C(C)Nc2nc(CCCO)nn2C1c1cccs1 (stereo not drawn)	1	4
CC(C)CC(=O)N1CCN(Cc2ccc(Br)cc2)CC1	8	3
COc1ccc(C)cc1NC(=O)c1oc2ccc(S(=O)(=O)N3CCCCC3)cc2c1C	-9	-6
CCC(=O)Nc1c2c(nn1-c1cccc(Cl)c1)CS(=O)C2 (stereo not drawn)	7	-1
CCOc1cc(CN2CCCC2c2cc(C)on2)ccc1OC(C)C (stereo not drawn)	2	-2

Among those listed so far, these have bromine:
SMILES	mHTT CaM bind	Pf apPOL block
Cc1nn(-c2ccccn2)c2c1C(=O)/C(=C/Nc1ccc([N+](=O)[O-])cc1Br)CC2	-2	-5
CCOc1ccc(NC(=O)c2ccccc2Br)c([N+](=O)[O-])c1	26&27	-2&-8
O=C(c1ccc(Br)cc1)N1CCc2nc(-c3ccc(Cl)cc3)ncc2C1	-2	-10
CC(C)CC(=O)N1CCN(Cc2ccc(Br)cc2)CC1	8	3

Carrying on:
SMILES	mHTT CaM bind	Pf apPOL block
Cc1cccc(S(=O)(=O)Nc2ccc([N+](=O)[O-])cc2)c1	1	1
O=C(Nc1cccnc1)C1CC1c1ccccc1 (stereo not drawn)	0	-3
N#C/C(=C\N1CCOCC1)c1ccccc1	-5	-8
Cc1ccccc1Cn1cc(SCC(=O)Nc2ccc3c(c2)OCO3)c2ccccc21	14	5
Cc1cc(C)n(CC(=O)NCCOc2ccc(F)cc2)n1	-14	-7
CC1Oc2ccc(NC(=O)Cc3ccccc3)cc2CN(C(C)C)C1=O (stereo not drawn)	16	-5
N/C(=N\OC(=O)C12CC3CC(CC(C3)C1)C2)c1ccncc1	i	-3
Cn1c(=O)c2c(nc(N3CCOCC3)n2Cc2c(F)cccc2Cl)n(C)c1=O	-4	1
Cc1ccc(NC(=O)c2cccc(Cn3cncn3)c2)cc1C	-3	0
O=C(Nc1ccc(NC(=O)c2ccccc2Br)cc1)c1ccc(Cl)cc1Cl	-6	9
COc1ccccc1N(CC(=O)Nc1ccc(F)cc1)S(=O)(=O)c1ccc(C)cc1	14	-6
CC(C)c1ccc(C=C2Oc3cc(O)ccc3C2=O)cc1	-10	-6

Retrieved one by one from the list above (3):
SMILES	mHTT CaM bind	Pf apPOL block
CCn1cc(Cl)c(C(=O)N2CCC(Nc3cccnc3)C2)n1 (stereo not drawn)	3	1
Cc1ccc(NC(=O)c2cccc(Cn3cncn3)c2)cc1C	-3	0
Cc1ccccc1Cn1cc(SCC(=O)Nc2ccc3c(c2)OCO3)c2ccccc21	14	5

Next part
SMILES	mHTT CaM bind	Pf apPOL block
O=[N+]([O-])c1cccc(C=Nc2ccccc2Cl)c1O	3	-1
CCCC1c2cccn2CCN1C(=O)Nc1ccc(F)cc1 (stereo not drawn)	9	-5
O=C(Nc1ccc(Oc2ccccc2)cc1)C1CCN(C(=O)c2cccs2)CC1	-2	1
CCOc1cccc(C(Nc2cccc(C)n2)c2ccc3ccc(C)nc3c2O)c1 (stereo not drawn)	70*	-58
N#Cc1ccccc1S(=O)(=O)Nc1ccc2c(c1)C(=O)OC2	.	-7
Clc1ccccc1-c1nc(-c2cccc(-c3ccn[nH]3)c2)no1	-1	2
CC(c1ccccc1)N1C(=O)c2ccccc2C1C(=O)NC1CCCCCC1 (stereo not drawn)	10	-13
Cc1noc(C)c1C1CCCN1C(=O)c1ccsc1 (stereo not drawn)	0	1
CC=C(C)c1nc2c(Br)cc(Br)cc2c(=O)o1	.	0
CCN1C(=O)Cc2cc(C(=O)NC3CCCCCC3)ccc21	4	-2
COc1ccc([C@@H]2C[C@H](c3ccccc3)Oc3c(C)ccc(C)c32)cc1	-13	-2
O=C(Nc1ccc(F)c(F)c1)C1CCc2nc(N3CCOCC3)ncc2C1 (stereo not drawn)	0	-1
COc1ccccc1N1C(=O)c2ccc(C(=O)NC(C)(C)C)cc2C1=O	6	0
CCSC1=NSC2=NC(=O)/C(=C\c3ccc(Br)o3)C(=N)N12	7	-11
COc1ccc(NC(C)=O)cc1NC(=O)CN1CCN(c2ccccn2)CC1	-3	-4
Cc1oc(C(=O)O)cc1CN1CCCC1	2	0
CCN(CC)CCCN1C(=O)C(O)=C(C(=O)c2ccc(C)o2)C1c1ccc(F)cc1 (stereo not drawn)	2	-2
Cn1c(C2CCN(C(=O)Nc3ccccc3C(F)(F)F)CC2)cc(=O)n2nccc12	-10	-2
Cc1cc(N2CCN(C3=NCC(C)(C)S3)CC2)n2c(nc3ccccc32)c1C#N	0	.
c1coc(-c2nc(-c3ccncc3)no2)c1	-2	6
O=C(Nc1ccccn1)C1CCCN(c2ncnc3c2nc2n3CCCCC2)C1 (stereo not drawn)	2	4
FC(F)(F)c1ccncc1-c1nnc(-c2cccc(Cl)c2)o1	.	-5
O=C(/C=C1\Sc2ccccc2NC1=O)NCc1cccnc1	-3	0
CCOC(=O)N1CCC(NC(=O)CCc2csc(NC(=O)Nc3ccccc3)n2)CC1	-5	-4
COc1ccc(C(=O)Nc2c3c(nn2-c2cccc(C)c2C)CS(=O)C3)cc1OC (stereo not drawn)	10	-21
CS(=O)(=O)CC(=O)NC1CCCCC1	.	3
CCOc1ccccc1N1CCN(C(=O)c2ccc([N+](=O)[O-])cc2Cl)CC1	22	-4
CC(=O)Nc1ccc(NC(=O)CCc2ccc(-c3ccc(Cl)cc3)o2)cc1	-4	-4
CC(C)c1ccc(NC2OC(=O)c3ccccc32)cc1 (stereo not drawn)	3	-1
COc1ccc(C2C(C#N)=C(N)Oc3n[nH]c(C(C)C)c32)c(OC)c1OC (stereo not drawn)	0	0
COC(=O)C1=CN(Cc2cccs2)C=C(C(=O)OC)C1c1cccs1	-27	.
CC1(C(=O)NC2CCCCC2)Cc2ccccc2C(=O)N1Cc1ccc(F)cc1 (stereo not drawn)	-7	-2
Cc1noc(CNC(=O)c2ccc(-n3cccc3)cc2)n1	1	7
COCCCNC(=O)c1cc2n(n1)CCCN(Cc1ccc(F)cc1)C2=O	0	15
COc1ccccc1-c1nc(S(=O)(=O)c2ccc(C)cc2)c(N(C)C)o1	-3	-1
Cc1ccc(S(=O)(=O)Nc2ccccc2CNc2ccccc2)cc1	44	-13
COc1ccc(-c2ncccc2CNC(=O)c2cc(F)ccc2F)cc1	0	-17
COCCNC(=O)C1CCc2sc(C(=O)N3CCCCCC3)cc2C1 (stereo not drawn)	2	0
Cn1cc(C(=O)NC2=NCCS2)c2n[nH]c(=O)c-2c1	-8	-4
O=C(O)CCSc1nc2ccccc2c(=O)[nH]1	-2	0
CC(C)NC(=O)N(C)Cc1ccncc1	-4	0
CCOc1ccc(C(=O)N2CCC(c3cnn(-c4cccc(C)c4)c3)CC2)cc1	23	-3
Cc1cccc(C(=O)n2cnc3cc(C)c(C)cc32)c1	-1	1
COCC(=O)Nc1cnc(-c2ccc(Cl)cc2)nc1	18	7
Cc1cc(C)c(C)c(S(=O)(=O)N2CCC(N3CCCCC3)CC2)c1C	-4	-8
Cc1ccc(OCCCn2cnc3ccccc3c2=O)c([N+](=O)[O-])c1	3	-1
CC1(C)CC(NC(=O)C23CCC(C2)C(C)(C)C3=O)CC(C)(C)N1 (stereo not drawn)	-3	1
O=C(CSCc1ccccc1)Nc1cccc2ccc(-n3ccnc3)nc12	10	-3
CCOc1cc(C(=O)N(CC#N)CC#N)cc(OCC)c1OCC	4	6
CCCCCCCCNS(=O)(=O)CC1NCc2ccccc21 (stereo not drawn)	-7	-27
CCOc1ccc(CN2CCc3nc(N4CCC(C)CC4)ncc3C2)cc1	27	-4
O=C1CCC(C(=O)N2CCN(Cc3ccccc3)CC2)N1 (stereo not drawn)	0	-9
O=C(NC(Nc1ccccc1)C(Cl)(Cl)Cl)c1ccc(F)cc1 (stereo not drawn)	-9	-4
COc1ccc(NC(=O)C2CCCN(S(=O)(=O)c3c(C)[nH]c(=O)[nH]c3=O)C2)c(OC)c1 (stereo not drawn)	4	-5
S=c1nn[nH]n1-c1ccccc1	-6	.
CC(C)CNC(=O)C1c2ccccc2CC(=O)N1C (stereo not drawn)	-7	0
COc1ccc2c(=O)c(Oc3ccc(C(=O)NCc4ccco4)cc3)coc2c1	-12	-5
O=C(NCC1CCCO1)c1cc2c(s1)CCN(C(=O)c1ccc(Cl)cc1)C2 (stereo not drawn)	9	-4
Cn1c(=O)c2c(nc(NCc3ccccc3)n2Cc2ccc(Cl)c(Cl)c2)n(C)c1=O	12	3
O=C(Cc1ccc(F)cc1)Nc1ncccn1	17	-3
(list continues)
SMILES	mHTT CaM bind	Pf apPOL block
CCN(c1ccc(C)c(C)c1)S(=O)(=O)c1cc(Br)cc2c1N(C(=O)C1CC1)CC2	-2	0
CCS(=O)(=O)N1CC(CN(C)C)C2(CCOCC2)C1 (stereo not drawn)	-1	-3
COCCCNC(=O)C1CCN(S(=O)(=O)N2CCC3(CC2)OCCO3)CC1	-2	-15
Cc1nnc(N2C(=N)S/C(=C\c3ccco3)C2=O)s1	13	-4
COc1ccc(CCN2CC(C(=O)NCc3ccc(F)cc3Cl)CC2=O)cc1OC (stereo not drawn)	4	5
COc1ccc(NC(=O)c2cc(=O)c(OC)cn2C)cc1Cl	-10	-3
COc1ccccc1Nc1nc(-c2ccc(OC)c(OC)c2)cs1	41	-2
CCCc1cc(C2CCCN2C(=O)Cn2cc(Cl)cn2)no1 (stereo not drawn)	-5	2
Cc1ccc(C(=O)N=C2SCCN2C(=O)c2ccc(C)s2)s1	87*	0
Cc1ccc(NS(=O)(=O)c2ccc(NC(=O)c3ccccc3Br)cc2)c(C)c1	0	2
